Source: PubChem BioAssay
Growth percent in the NCI-60 one-dose screen (48 h, 10 µM unless noted): 100 = growth as untreated, 0 = no growth, -100 = all killed.
BT-549: BT-549 breast cancer; 78,000 compounds, 4.4% hits; AID 1794793
SR: SR leukemia cells. 73,000 compounds, 8.7% hits
MCF7: MCF7 breast cancer; 82,000 compounds, 6.3% hits; AID 1794796
K-562: K-562 leukemia. 78,000 compounds, 7.4% hits. AID 1794777
MDA-MB-468: MDA-MB-468 breast cancer; 78,000 compounds, 8.5% hits
MDA-MB-231: MDA-MB-231 breast cancer. 81,000 compounds, 5% hits
HS 578T: HS 578T breast cancer | 78,000 compounds, 4.1% hits
T-47D: T-47D breast cancer. 79,000 compounds, 5% hits. AID 1794792
* hit, by the source's call; . = not tested or not shown; [ ] = dose if it differs, or a comment. Rule for the calls: active = growth percent below 10; inactive = the rest.

SMILES	BT-549	SR	MCF7	K-562	MDA-MB-468	MDA-MB-231	HS 578T	T-47D
CC12CCC(/C(=C/O)C1=O)C2(C)C (configuration not stated)	106.9	107.2	114.0	104.9	122.9	109.5	.	98.8
CN(C)CCCn1c2c(c3ccccc31)CCCCC2	87.9	.	90.5	.	78.1	73.9	83.7	.
O=C(Cn1cc(COn2nnc3ccccc32)nn1)Nc1ccc(F)cc1	109.0	86.5	101.1	101.0	103.3	107.9	105.4	93.6
c1ccc(NNc2ccc3ccccc3n2)cc1	101.3	75.9	77.4	94.4	86.3	82.5	90.5	70.6
CCCCCCc1coc2c(O)c(O)ccc2c1=O	86.5	53.0	87.8	90.6	91.0	71.5	94.6	76.6
CN(C=O)c1ccc(N(C)C=O)cc1	103.9	91.8	105.2	100.1	103.2	103.3	.	98.6
C[C@@H]1CN(c2ccc3ncc(C#Cc4cncc(C(=O)Nc5ccc(CN6CCN(C)CC6)c(C(F)(F)F)c5)c4)n3n2)C[C@@H](C)O1	-75.4*	-27.6*	-93.1*	-28.1*	-95.1*	-93.1*	-49.2*	-62.6*
COc1cccc(-c2nc3sc(-c4c[nH]c5ccccc45)nn3c2C=O)c1	89.6	105.0	95.1	107.5	91.1	123.3	106.1	90.8
CCOC(=O)Cc1cnn(C)c1NC(C)=O	94.1	87.7	98.1	104.9	82.9	107.4	99.1	101.6
O=C(Oc1ccc(/C=C/c2cc(OC(=O)c3ccccc3)cc(OC(=O)c3ccccc3)c2)cc1)c1ccccc1	94.1	105.4	100.2	106.2	104.3	98.3	106.5	117.6
C(=C\c1nn2c(-c3ccco3)nnc2s1)/c1ccccc1	103.5	.	84.9	.	93.4	108.1	114.2	92.0
CCOC(=O)c1c(NC(=O)c2ccc(C(C)C)cc2)sc2cc(O)ccc12	100.7	76.3	83.8	37.6	89.2	91.6	95.7	81.5
CC(=O)C1OC1(C)C (configuration not stated)	105.2	102.7	97.8	103.5	.	107.8	104.0	95.8
Oc1c(Cl)cc(Cl)cc1C=NCCSc1ccc(Cl)cc1	56.7	11.9	88.3	50.4	.	82.0	70.9	84.1
COc1cc(/C=N/NC(=O)c2ccc(C(F)(F)F)nc2Nc2cc(Cl)ccc2C)cc(OC)c1OC	99.6	91.8	104.4	83.8	.	86.3	104.3	84.7
CN(C)CCOc1ccc2c(c1)C(=O)/C(=C\c1ncc([N+](=O)[O-])n1C)C2	.	.	-30.7*	-39.7*	-78.5*	-21.1*	21.1	25.4
c1ccc(CCNc2ncnc3[nH]ncc23)cc1	97.7	106.9	130.3	94.6	70.9	93.2	66.3	79.3
c1ccc(-c2nnc(-c3ccccc3)c3nonc23)cc1	.	.	35.4	.	21.1	75.9	80.3	.
O=C(COc1ccc(Cl)cc1Cl)N1N=C(c2ccc(Cl)cc2Cl)CC1(O)c1cc(F)c(Cl)cc1Cl (configuration not stated)	111.4	23.2	95.6	64.4	.	135.7	122.0	98.8
COc1cc(F)c(-c2nc3cccc(C)c3n2Cc2c(F)cccc2F)c(F)c1	93.2	80.0	92.1	81.8	84.6	88.3	85.3	76.3
CC(C)CC(CC(C)C)=NC(C)(C)CO	103.5	80.4	99.4	106.7	112.0	96.9	113.3	.
O=C1NC(=O)/C(=C/c2ccccc2)N1	118.9	96.9	91.6	.	106.9	98.9	100.0	101.0
Cc1ccc(C(Cc2ccccc2)NC(C)CO)cc1 (configuration not stated)	84.4	98.6	95.8	103.6	88.9	106.9	106.9	83.7
N#Cc1c(-c2ccccc2)cc(-c2ccccc2)n(CCCCC(=O)Nc2ccccc2N)c1=O	77.0	42.0	68.9	54.4	60.3	74.1	81.5	35.0
c1ccc(CNc2nc(Nc3ccc(-c4nc5ccccc5[nH]4)cc3)c3cn[nH]c3n2)cc1	-24.8*	-13.8*	1.7*	-17.0*	-22.0*	-11.1*	-6.5*	-30.6*
Cc1cc(C)c(NS(=O)(=O)c2ccccc2)c(C)c1	95.6	99.8	104.2	93.9	113.6	103.4	117.5	104.5
Cc1ncc(CO)c(C)c1O	105.8	113.4	101.2	123.0	103.6	92.8	138.0	101.5
CNC1=C([N+](=O)[O-])C(c2ccc(F)cc2OC)C(C#N)=C(c2ccc[nH]2)O1 (configuration not stated)	93.6	94.2	90.3	99.0	102.6	90.9	94.0	105.5
COc1ccc(-c2nn(-c3cccc(NC(=O)Nc4cc(C(F)(F)F)cc(C(F)(F)F)c4)c3)cc2-c2ccncc2)cc1Cl	-1.8*	-19.6*	0.6*	7.0*	17.7	-63.0*	0.2*	2.3*
CCOC(=O)c1cc(C(=O)c2cc(OC)cc(OC)c2)n2c1ccc1ccccc12	98.8	63.9	94.2	69.2	94.3	97.4	102.1	96.0
CC1=C(C#N)C2=NNC(=Nc3ccccc3)NN2C(c2ccccc2)=C1	100.0	107.3	.	102.8	120.9	94.8	99.3	101.8
O=C1c2ccccc2S(=O)(=O)N1CO	116.2	101.1	108.0	.	109.3	93.6	113.8	100.2
Cc1oc(-c2ccc3cccnc3n2)nc1CNC1CCCCCC1	126.4	108.8	92.3	103.6	94.7	111.4	102.8	98.6
O=[N+]([O-])c1ccccc1N=Nc1ccc(O)cc1O	100.9	93.0	94.7	120.1	118.3	118.6	130.5	103.8
O=C(Nc1ccccc1Cl)C1=NCC(=O)N(c2ccccc2)N1	99.7	92.7	51.8	89.2	75.9	104.3	121.3	69.0
CC(=O)C1CCC(C)=CC1=O (configuration not stated)	93.3	100.7	88.4	.	115.8	103.7	121.6	90.2
COc1cc([N+](=O)[O-])c2nc(C(=O)O)ccc2c1	111.6	110.2	102.6	116.8	108.7	98.4	104.8	.
COc1ccc(-c2nnc(-c3c(-c4ccc(F)cc4)nc4ccccn34)o2)cc1OC	99.5	96.4	91.5	126.0	118.8	103.4	103.4	96.8
O=C1C=CC(=O)N1c1ccc(O)cc1	102.8	91.7	101.6	91.1	88.9	94.7	117.6	83.3
CC(C)/C=N/Nc1ccc([N+](=O)[O-])cc1[N+](=O)[O-]	100.1	106.5	75.6	96.8	.	95.4	98.6	63.2

Given as labelled records: entries from further up.
O=C1c2ccccc2S(=O)(=O)N1CO
- BT-549: 116.2
- SR: 101.1
- MCF7: 108.0
- K-562: .
- MDA-MB-468: 109.3
- MDA-MB-231: 93.6
- HS 578T: 113.8
- T-47D: 100.2

COc1cc([N+](=O)[O-])c2nc(C(=O)O)ccc2c1
- BT-549: 111.6
- SR: 110.2
- MCF7: 102.6
- K-562: 116.8
- MDA-MB-468: 108.7
- MDA-MB-231: 98.4
- HS 578T: 104.8
- T-47D: .

O=C(Nc1ccccc1Cl)C1=NCC(=O)N(c2ccccc2)N1
- BT-549: 99.7
- SR: 92.7
- MCF7: 51.8
- K-562: 89.2
- MDA-MB-468: 75.9
- MDA-MB-231: 104.3
- HS 578T: 121.3
- T-47D: 69.0

CC1=C(C#N)C2=NNC(=Nc3ccccc3)NN2C(c2ccccc2)=C1
- BT-549: 100.0
- SR: 107.3
- MCF7: .
- K-562: 102.8
- MDA-MB-468: 120.9
- MDA-MB-231: 94.8
- HS 578T: 99.3
- T-47D: 101.8

Going on with the list.
SMILES	BT-549	SR	MCF7	K-562	MDA-MB-468	MDA-MB-231	HS 578T	T-47D
CC(=O)n1nc(C(=O)OCc2ccccc2)c2ccccc21	99.5	102.9	75.4	110.8	113.0	91.9	91.0	96.6
COc1ccc2[nH]cc(CCNC(=O)CN3C(=O)/C(=C/c4cccs4)SC3=S)c2c1	101.9	95.1	95.9	96.7	109.2	105.3	104.4	102.0
Nc1cc(-c2c[nH]c3ccc(F)cc23)nc2cc(-c3c[nH]c4ccc(F)cc34)nn12	102.8	-22.1*	37.0	0.1*	115.1	70.6	111.5	81.7
CS(C)(C)/C(Nc1ccccc1)=C(\C#N)C(=O)N/N=C/c1ccccc1	97.0	70.0	92.7	91.8	98.9	96.8	90.1	78.4
COc1ccc(CSc2nc3ccc(Cl)cc3c(=O)n2-c2ccc(Cl)cc2)cc1	95.8	98.0	85.8	86.4	108.3	98.3	96.1	88.2
CCOC(=O)C1CSCC1C(=O)OCC (configuration not stated)	109.3	91.8	106.1	110.5	104.0	124.9	126.2	104.5
O=[N+]([O-])c1ccc(N=Nc2c(Cl)cc(O)cc2Cl)cc1	-33.6*	3.3*	1.1*	1.9*	-11.7*	-35.6*	-20.0*	4.2*
COC(=O)[C@]12CCC(C)(C)C[C@H]1C1=CC[C@@H]3[C@@]4(C)C/C(=C/c5cccnc5)C(=O)C(C)(C)[C@@H]4CC[C@@]3(C)[C@]1(C)CC2	-45.7*[100 µM]	47.7[100 µM]	-65.1*[100 µM]	5.4*[100 µM]	-22.5*[100 µM]	-55.7*[100 µM]	-18.5*[100 µM]	-12.0*[100 µM]
CC(C)(C)OC(=O)NCCc1ccc(N=C=S)cc1	62.3	22.5	52.0	57.0	60.6	88.4	92.3	41.5
C#CCOc1ccc2ncnc(Nc3cccc(NC(=O)C=C)c3)c2c1	46.6	17.1	60.5	70.6	41.6	58.1	67.3	70.6
CCC(CC)C(=O)O.[Ag]	88.0	102.1	87.3	113.5	91.9	.	91.5	.
CN(C)CCNC(=O)c1ccc(-c2nc3ccc4[nH]ncc4c3c3c2CCC3)cc1	-19.5*	-1.0*	1.4*	11.3	-55.3*	-2.4*	-25.0*	32.8
CC(=O)Nc1ccc(NC(C)=O)cc1	100.6	82.8	92.4	97.3	94.7	.	.	94.9
CCOC(=O)C1=C[C@]2(CC)CCCN3CCc4c(n1c1ccccc41)[C@@H]32	86.1	86.5	84.4	94.3	110.5	105.3	91.5	107.5
Nc1cc(=O)c2[nH]cnc2[nH]1	102.1	86.6	96.5	95.3	103.9	100.3	103.2	83.4
O=C(Nc1ccccc1)Nc1cccc(N=Cc2c(O)ccc3ccccc23)c1	85.1	99.2	90.6	94.8	102.2	80.3	89.3	68.0
O=c1c2c3c(sc2n2c(CSc4nn5cc(-c6ccccc6)nc5s4)nnc2n1Cc1ccccc1)CCCC3	105.0	.	96.9	96.1	.	95.8	99.3	103.5
COc1ccc(-c2nc3ccc(-c4nnc(SCC(=O)Nc5ccc(C(=O)/C=C/c6ccc(OC)c(OC)c6)cc5)o4)cc3[nH]2)cc1	99.0	26.4	44.6	47.9	89.3	100.5	92.7	84.6
O=C1CC23OC4ON=C(Br)C4C2C(O)c2ccccc2N13 (configuration not stated)	104.9	107.4	88.5	109.7	105.7	98.8	98.4	100.0
O=C(NNC(=O)[C@@H]1C[C@H](C(=O)O)[C@@H]2CC=C[C@@H]21)c1ccncc1	95.1	90.2	95.8	90.5	95.1	97.3	100.0	93.0
CCOC(=O)c1c(NCC(=O)Nc2ccccc2Cl)sc(C(C)=O)c1C	84.3	90.5	98.5	120.6	96.7	93.2	103.4	102.7
CCO/C=N/C1=C(C#N)C(c2ccc(Cl)cc2)c2sc3c(CC)cccc3c2O1 (configuration not stated)	59.6	18.0	16.2	11.4	-33.4*	37.2	18.4	26.9
CCC(=O)Nc1ccc(OCc2nnc(-c3ccc(Cl)cc3)o2)c(F)c1	97.0	100.1	91.3	103.8	90.2	100.7	112.7	96.4
COc1ccc(/C=C/C(=O)c2ccc(NC(=O)COc3cccc4cccnc34)cc2)cc1OC	84.8	33.4	17.5	41.7	81.1	94.3	96.3	87.9
COc1ccc(C2C=C(c3ccc(Cl)c(Cl)c3)N=C3SC=C(C)N32)cc1 (configuration not stated)	108.7	94.1	91.7	109.2	101.4	113.4	103.1	102.8
Cc1ccc2nc(Nc3ncnc4c3cnn4-c3ccccc3)sc2c1	107.6	44.8	97.2	102.2	80.3	102.2	120.2	107.5
Cc1nc2ccc(Br)cc2c(=O)[nH]1	101.7	93.0	93.2	106.5	102.2	94.6	104.8	99.7
O=C1N(Cl)C(=O)C(c2ccc(Cl)cc2)(c2ccc(Cl)cc2)N1Cl	97.8	100.0	87.6	83.1	.	99.0	103.4	95.7
COc1ccc(/C=C2\Cc3c(Br)cccc3C2=O)c(OC)c1	69.6	52.2	55.6	64.0	49.6	58.0	80.5	77.3
COc1ccc2ccc(OC)cc2c1	96.4	95.6	105.5	107.0	95.7	104.9	117.7	103.6
COc1cc(Cc2cc(-c3ccccc3)nn(CC(=O)c3ccccc3)c2=O)cc(OC)c1OC	79.6	65.8	62.9	67.5	73.2	74.5	80.5	43.0
CN1C(=O)C(=Cc2cn(CC(O)CN3CCCC3)c3ccccc23)C(=O)N(C)C1=O (configuration not stated)	120.8	99.9	91.4	103.7	137.2	97.9	.	99.6
Cn1c(=O)c2[nH]c(SCC(=O)c3ccc([N+](=O)[O-])cc3)nc2n(C)c1=O	104.5	110.3	93.9	.	114.3	104.0	103.4	100.6
O=C1N(CCl)c2ccccc2C1(Cl)Cl	111.0	95.5	94.1	103.7	100.2	108.5	102.0	101.7

Rewritten as labelled records: 2 of the compounds above
COC(=O)[C@]12CCC(C)(C)C[C@H]1C1=CC[C@@H]3[C@@]4(C)C/C(=C/c5cccnc5)C(=O)C(C)(C)[C@@H]4CC[C@@]3(C)[C@]1(C)CC2
  BT-549: -45.7*[100 µM]; SR: 47.7[100 µM]; MCF7: -65.1*[100 µM]; K-562: 5.4*[100 µM]; MDA-MB-468: -22.5*[100 µM]; MDA-MB-231: -55.7*[100 µM]; HS 578T: -18.5*[100 µM]; T-47D: -12.0*[100 µM]
CC(C)(C)OC(=O)NCCc1ccc(N=C=S)cc1
  BT-549: 62.3; SR: 22.5; MCF7: 52.0; K-562: 57.0; MDA-MB-468: 60.6; MDA-MB-231: 88.4; HS 578T: 92.3; T-47D: 41.5
